Assay outcomes deposited in PubChem BioAssay by MTDP.
RNase H inhibition = RNase H inhibition, HIV 1 Gag Pol polyprotein, FRET biochemical assay, screening (AID 372); actives 0.77% (n = 100,000); HIV-1 RT RNase H, FRET RNA/DNA substrate fluorescence; higher % means a stronger effect; inhibition, % at 10 µM, or IC50 in µM where a hit was titrated; in the data active = inhibition above about 50%
Starred values were filed as active, the others as inactive.

#	Compound	RNase H inhibition
1	COC(=O)C1=C(C)NC2=C(C(=O)CC(c3ccccc3)C2)C1c1cc(Cl)c(O)c(OC)c1 (stereo not given)	12%
2	COc1ccc(C(=O)Nc2ccc([N+](=O)[O-])cc2)cc1I	25%
3	O=C1CS/C(=N/N=C/c2cc3c(cc2[N+](=O)[O-])OCO3)N1	13%
4	C#CCOc1ccc(/C=C2\C(=O)NC(=O)N(c3ccc(Br)c(C)c3)C2=O)cc1	0%
5	Cc1ccccc1N1C(=O)c2ccc(C(=O)OCC(=O)c3ccc(Br)cc3)cc2C1=O	2%
6	COc1cccc2cc(-c3nnc(Nc4cc(C(F)(F)F)ccc4Cl)s3)c(=O)oc12	15%
7	C=CCN1C(=O)NC(=O)/C(=C\c2cccc(OCc3ccccc3Cl)c2)C1=O	17%
8	O=C(O)c1cc(-c2ccc(/C=N/Nc3ccc([N+](=O)[O-])cn3)o2)ccc1Cl	12%
9	O=[N+]([O-])c1ccc(NCCNS(=O)(=O)Cc2ccccc2)cc1	30%
10	CC(C)(C)NCC(O)COC1CCC(C(C)(C)C)CC1 (stereo not given)	17%
11	O=C(C(c1ccccc1)c1ccccc1)N1CCN(C2CC3CCC2C3)CC1 (stereo not given)	5%
12	COc1ccc(CN2CCN(Cc3ccncc3)CC2)c(OC)c1	12%
13	C/C(=N\NC(=O)c1ccc(O)cc1O)c1cccnc1	13%
14	CCCOc1ccc(/C=N/NC(=O)C(C)N(c2ccc(OC)cc2)S(C)(=O)=O)cc1OCC (stereo not given)	13%
15	C=COCCNC(=O)Nc1cccc(Cl)c1	4%
16	Cc1cc(Cl)ccc1OCC(O)CN1CCN(CCO)CC1 (stereo not given)	2%
17	Cc1cccc(C)c1NC(=O)c1cc2c(C)nn(-c3ccccc3)c2s1	18%
18	N/C(=N\c1nc(=O)c2ccccc2s1)NC(=O)c1ccc(Cl)c(Cl)c1	10%
19	Cc1cc(Cl)ccc1NC(=O)c1ccc(Cl)cc1	2%
20	CC(=O)O/N=C(N)/C(=N/OC(C)=O)c1nc2ccccc2[nH]1	0%
21	Cc1cc([N+](=O)[O-])ccc1NC(=O)Cn1cnc2c1c(=O)n(C)c(=O)n2C	2%
22	COc1ccc(-c2nc(-c3cccc([N+](=O)[O-])c3)no2)cc1	0%
23	Brc1ccc(C(Cc2ccccc2)Nc2ccccn2)cc1 (stereo not given)	14%
24	Cc1ccccc1NCC(O)COc1ccc(OCC(O)CNc2ccccc2C)cc1 (stereo not given)	22%
25	COC(=O)C1=C(C)N=c2s/c(=C/c3cccnc3)c(=O)n2C1c1ccc(C(C)C)cc1 (stereo not given)	0%
26	COc1ccc(/C=C/C(=O)Nc2ccc(C)c(C)c2)cc1	12%
27	COc1ccc(Cl)cc1NS(=O)(=O)c1c(C)cc(C)cc1C	22%
28	CCc1cc2c(=O)c(-c3nc4ccccc4s3)coc2c(CN2CCOCC2)c1O	22%
29	COc1cc(/C=C/C(=O)Nc2ccc(C)cc2Br)ccc1OCc1ccc(Cl)cc1	8%
30	CCOc1cc(/C=C2\SC(N)=NC2=O)ccc1OCCOc1cc(C)cc(CC)c1	21%

For convenience, 2 of the compounds above:
#	Compound	RNase H inhibition
1	COC(=O)C1=C(C)NC2=C(C(=O)CC(c3ccccc3)C2)C1c1cc(Cl)c(O)c(OC)c1 (stereo not given)	12%
2	COc1ccc(C(=O)Nc2ccc([N+](=O)[O-])cc2)cc1I	25%

Back to the main list, starting six compounds before the break.
#	Compound	RNase H inhibition
25	COC(=O)C1=C(C)N=c2s/c(=C/c3cccnc3)c(=O)n2C1c1ccc(C(C)C)cc1 (stereo not given)	0%
26	COc1ccc(/C=C/C(=O)Nc2ccc(C)c(C)c2)cc1	12%
27	COc1ccc(Cl)cc1NS(=O)(=O)c1c(C)cc(C)cc1C	22%
28	CCc1cc2c(=O)c(-c3nc4ccccc4s3)coc2c(CN2CCOCC2)c1O	22%
29	COc1cc(/C=C/C(=O)Nc2ccc(C)cc2Br)ccc1OCc1ccc(Cl)cc1	8%
30	CCOc1cc(/C=C2\SC(N)=NC2=O)ccc1OCCOc1cc(C)cc(CC)c1	21%
31	CN(C)c1ccc(CN2CCN(Cc3ccc(N(C)C)cc3)C2c2ccc(N(C)C)cc2)cc1	3%
32	O=C(Cc1ccccc1)Nc1ccc2oc(-c3ccccc3F)nc2c1	15%
33	CCOC(=O)c1ccc(NC(=O)CC2SC(=O)NC2=O)cc1 (stereo not given)	0%
34	Cc1c(C(=O)N/N=C/c2ccc(O)cc2)sc(=S)n1C	13%
35	O=C(O)CN1C(=O)/C(=C/c2c(Cl)cccc2Cl)SC1=S	11%
36	COc1ccccc1CC(=O)N1CCN(c2ccc(F)cc2)CC1	0%
37	Cc1ccc(C)c(OCCCCN2CCCCC2)c1C	7%
38	COC(=O)C1=C(C(=O)OC)SC(=C2C(=S)C(C)(C)N(C(=O)c3ccc(C)cc3)c3ccccc32)S1	13%
39	COc1ccc(/C=C2/N=C(c3ccc(Cl)cc3Cl)OC2=O)cc1	0%
40	CCOc1ccc(C(=O)Nc2cccc(-c3nc4cc(C)ccc4o3)c2C)cc1	20%
41	O=C(N/N=C/c1ccncc1)c1cc(-c2ccccc2)n[nH]1	6%
42	CCn1c2c(c3cc(Cl)ccc31)CCC/C2=N\O	8%
43	Cc1cccc(C(=O)Nc2cc(C(F)(F)F)cc(C(F)(F)F)c2)c1	0%
44	COc1ccc(N(CC(=O)Nc2ccc(-c3nc4ccc(C)cc4s3)cc2)S(C)(=O)=O)cc1	13%
45	Cc1ccc(-c2ccc(C=C3C(=O)N(C)C(=S)N(C)C3=O)o2)c(Br)c1	2%
46	O=C(COc1ccccc1Cl)Nc1cc(C(F)(F)F)ccc1Cl	9%
47	O=C1C(Cl)=C(N2CCN(c3ccccc3)CC2)C(=O)N1c1cccc(Cl)c1	15%
48	O=C(c1cccc(S(=O)(=O)N2CCCCC2)c1)N1CCCCC1	2%
49	Cc1cccc(N=Nc2c(C)[nH]n(-c3ccccc3)c2=O)c1	7%
50	CCOC(=O)c1c(NC(=O)c2ccccc2F)sc(C(=O)Nc2cc(C(F)(F)F)ccc2Cl)c1C	9%
51	Oc1ccc2c(c1)C1CCCCC1(N1CCCCC1)O2 (stereo not given)	0%
52	Cc1cccc(C(C2=C(O)CC(C)(C)CC2=O)C2C(=O)CC(C)(C)CC2=O)c1 (stereo not given)	6%
53	O=C(Nc1cc([N+](=O)[O-])ccc1F)c1ccc(Br)o1	0%
54	CCOCCOC(=O)C1=C(C)NC2=C(C(=O)CC(C)(C)C2)C1c1cccc(Cl)c1 (stereo not given)	5%
55	Cc1cccc(NC(=O)C(=O)NCCCO)c1C	3%
56	Clc1nccnc1N/N=C/c1ccc(Br)cc1	9%
57	Cc1onc(-c2c(F)cccc2Cl)c1C(=O)NCc1ccccn1	0%
58	CCOC(=O)C(CCCOc1ccc(F)cc1)C(=O)OCC	0%
59	c1ccc2c(c1)ncn1nnnc21	0%
60	COc1ccc(C2CC(=O)C3=C(C2)NC(C)=C(C(=O)OCCOc2ccccc2)C3c2cccc(Br)c2)cc1 (stereo not given)	6%

Structural class, those above with a thiophene ring, fused or not (2)
#	Compound	RNase H inhibition
17	Cc1cccc(C)c1NC(=O)c1cc2c(C)nn(-c3ccccc3)c2s1	18%
50	CCOC(=O)c1c(NC(=O)c2ccccc2F)sc(C(=O)Nc2cc(C(F)(F)F)ccc2Cl)c1C	9%

Other structures follow:
#	Compound	RNase H inhibition
61	O=C(COc1ccc(Cl)cc1)Nc1ncc([N+](=O)[O-])s1	16%
62	O=S(=O)(Nc1cccc(Cl)c1Cl)c1cc(Cl)ccc1Cl	29%
63	COc1ccc(N2C(=O)/C(=C\c3ccc(OC)c(O)c3)SC2=S)cc1	4%
64	CCCCC(=O)Nc1cc([N+](=O)[O-])ccc1F	6%
65	CCN(CC)c1ccc(NC(=O)c2ccc(-c3cccc([N+](=O)[O-])c3)o2)cc1	26%
66	Cc1ccc(C(=O)Nc2sc3c(c2C(=O)N2CCC(C(N)=O)CC2)CCCC3)cc1	0%
67	Cc1ccc(C(=O)n2c(C)nc3ccccc32)cc1C	12%
68	CC(NC(=O)COc1ccccc1O)C1CC2CCC1C2 (stereo not given)	6%
69	COc1ccc2c(c1)CCC/C2=N\OC(=O)c1ccc(Cl)c(Cl)c1	0%
70	O=C(CCCC(=O)OCC(F)(F)C(F)F)Nc1ccccc1F	14%
71	CCOc1cc(-c2ccc(O)cc2)cc(=O)c2c(C)oc(C)c12	12%
72	CCCCCCCCOc1ccc(/C=C(\C#N)c2nc(-c3ccc(Br)cc3)cs2)cc1	0%
73	Cc1cc2c(cc1Br)NC(=O)C21C(C#N)=C(N)OC2=C1C(=O)CCC2 (stereo not given)	3%
74	CCOc1ccc2c(C)c(Cl)c(=O)oc2c1	15%
75	O=C(N/N=C/c1cccnc1)c1sc2cc(Cl)ccc2c1Cl	4%
76	CC1=NN(c2ccccc2)C(=O)/C1=C/c1ccc(-c2ccc(C(=O)O)cc2)o1	9%
77	CCn1c2ccccc2c2cc(CN3CCN(Cc4cccc(F)c4)CC3)ccc21	17%
78	COc1cc(/C=C2/C(=O)NC(=O)N(c3ccc4c(c3)OCO4)C2=O)ccc1OCc1ccc(C(=O)O)cc1	12%
79	Fc1ccc(NC(=S)Nc2ccc(Nc3ccccc3)cc2)cc1	16%
80	O=C(NCC1CCCO1)C(=O)Nc1nccs1 (stereo not given)	0%
81	COc1ccccc1-n1c(SCc2ccccc2)nc2ccccc2c1=O	14%
82	O=C1CC(N2CCSCC2)C(=O)N1c1ccc(F)cc1 (stereo not given)	2%
83	O=[N+]([O-])c1ccc2nc(N3CCN(Cc4ccc5c(c4)OCO5)CC3)sc2c1	5%
84	Cc1[nH]c2ccc(Br)cc2c(=O)c1CN1CCOCC1	4%
85	COc1ccc(C(=O)NC(=S)Nc2ccc(Cl)cn2)cc1Br	23%
86	CCCCOc1ccc(-c2ccc(C#N)cc2)cc1	21%
87	CN1C(=O)/C(=C\c2ccc(OC(=O)c3cccc(Br)c3)cc2)SC1=S	2%
88	COc1cc(C(=O)Nc2ccc(C)c(Cl)c2)cc(OC)c1OC	7%
89	COc1cc(C(=O)Nc2ccc(O)c(C(=O)O)c2)cc(OC)c1OC	7%
90	Cc1ccc(N2C(=O)CC(C(C)c3ccccc3)C2=O)c(Br)c1 (stereo not given)	16%

Continued.
cpd	compound	RNase H inhibition
91	COc1ccccc1/C=N/N=C1/NC(=O)C(Cc2ccc(Cl)cc2Cl)S1 (stereo not given)	39%
92	CCOc1ccc(NC(=O)c2ccc(OC)c(OC)c2)c([N+](=O)[O-])c1	0%
93	Cc1ccc2sc(-c3ccc(NC(=O)C(C)(C)C)cc3)nc2c1	0%
94	O=[N+]([O-])c1cccc(CNC2CCCCC2)c1	5%
95	Cc1ccc(N2C(=O)/C(=C\C=C\c3ccccc3[N+](=O)[O-])C(=O)NC2=S)cc1	26%
96	O=C(NN1C(=O)/C(=C/c2ccc(O)c([N+](=O)[O-])c2)SC1=S)c1ccccc1Cl	10%
97	[O-]/[N+](=C/c1ccc(C(F)(F)F)cc1)c1ccccc1	4%
98	O=C(N/N=C/c1c(O)ccc2ccccc12)c1cc(-c2cccs2)[nH]n1	13%
99	CCOc1ccc(-c2nc(-c3ccc(-c4ccccc4)cc3)cc(=O)o2)cc1	22%
100	Cc1c([N+](=O)[O-])cc(C(=O)Oc2ccc(-c3ccccc3)cc2)cc1[N+](=O)[O-]	8%
101	COc1ccc(N/N=C(/C#N)C(=N)N2CCOCC2)cc1	7%
102	O=C(N/N=C/c1cccc(Cl)c1Cl)c1ccc(Cl)cc1O	4%
103	O=C(/C=C/c1ccccc1)Nc1ccc(O)c(-c2nc3ccccc3o2)c1	15%
104	CCOc1ccc(OCC)c(C2C3CCCCC=C3C(C#N)=C(N)C2(C#N)C#N)c1 (stereo not given)	30%
105	COc1ccc(CNc2cc([N+](=O)[O-])ccc2OC)cc1	18%
106	COc1cc(C)ccc1OCCOCCOc1cc(C)c(Br)cc1C	12%
107	CC1(C)Cc2c(sc(/N=C/N3CCCCC3)c2C#N)C(C)(C)N1	2%
108	O=[N+]([O-])c1ccc(S(=O)(=O)Nc2ncn[nH]2)cc1	10%
109	CC(=O)N1c2ccccc2NC2=C(C(=O)CC(c3ccccc3)C2)C1c1ccccc1Cl (stereo not given)	8%
110	N/C(=N/OCc1ccc(Cl)cc1)c1nonc1N	3%
111	CCn1c2ccccc2c2ccc(/C=N/NC(=O)c3ccc(O)cc3O)cc21	24%
112	O=C(Nc1ccncc1)c1ccc2c(c1)OCCO2	0%
113	CCOc1ccccc1N(CC(=O)Nc1cc(OC)ccc1OC)S(=O)(=O)c1ccccc1	4%
114	O=C(c1cc(F)c(F)cc1Cl)N1CCCC1	6%
115	CCOC(=O)C1=C(C)NC(=O)NC1c1ccc(OCC)cc1 (stereo not given)	17%
116	CCOC(=O)c1sc(NC(=O)c2ccc(OC)c(OC)c2)c(C(=O)OCC)c1C	0%
117	COCCN1C(=O)/C(=C\c2ccc(N(C)C)cc2)C(C(=O)OC)=C1C	27%
118	CCOc1cc(/C=C2\C(=O)NC(=S)N(c3ccc(OC)cc3)C2=O)cc(I)c1O	16%
119	COc1ccc(NC(=O)Nc2ccc(C)cc2)cc1	5%
120	COc1ccccc1NC(=O)Nc1ncccc1C	18%
121	Cc1ccc(-c2ccc(-c3nnc(N)o3)s2)s1	5%
122	CCOc1cccc2cc(-c3nnc(Nc4cccc(OC)c4)s3)c(=O)oc12	43%
123	Cc1cc(C)n(-c2ncnc3sc(C)c(C)c23)n1	0%
124	Cc1cc(OCC(N)=O)ccc1Cl	0%
125	CCCCOc1ccc(-c2nnc(NC(=O)Nc3ccc(Cl)cc3Cl)s2)cc1	13%

Five structures from above, sorted by molar mass, falling.
cpd	compound	RNase H inhibition
27	COc1ccc(Cl)cc1NS(=O)(=O)c1c(C)cc(C)cc1C	22%
12	COc1ccc(CN2CCN(Cc3ccncc3)CC2)c(OC)c1	12%
34	Cc1c(C(=O)N/N=C/c2ccc(O)cc2)sc(=S)n1C	13%
68	CC(NC(=O)COc1ccccc1O)C1CC2CCC1C2 (stereo not given)	6%
19	Cc1cc(Cl)ccc1NC(=O)c1ccc(Cl)cc1	2%

Only part of the results is shown; the hit share may differ from the screen's.
